# Screening data (PubChem BioAssay)
# aSyn yeast inh = qHTS of alpha-syn Inhibitors | Yeast expressing alpha-synuclein, growth rescue, BacTiter-Glo, 24 h | 370,000 tested, 0.14% active | Potency, µM (series often up to 46.1 µM), inactives show at the highest dose growth rescue (activation), usual class: activators; note: potency is the fitted concentration of half-maximal effect; % of control where 0% means no effect; nearly all actives have a fitted effect of over 65% in size
#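 Readout is rescue of growth in alpha-synuclein-expressing yeast, so inhibitors of toxicity appear as activators. Growth after 24 hr at 30 deg C in galactose medium is quantified by luminescence.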
# FUS yeast rescue = qHTS for Suppressors of FUS Proteinopathy: Primary screen using FUS-linked yeast assay. S. cerevisiae FUS-expressing, growth rescue, OD600, 24 h. Potency, µM (doses to about 76.6 µM), without a hit: at the top dose growth rescue (activation), actives largely listed as activators. 390,000 tested, 0.24% active;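 note: potency is the fitted concentration of half-maximal effect; plate controls were DMSO vehicle for no effect and reference control for full effect; nearly all actives have a fitted effect of over 55% in size; some results filed as inactive show a strong effect at the top dose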
#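 Galactose (2%) drives FUS expression in yeast precultured in raffinose; seeding density OD 0.005. Test compounds incubated 24hr at 30C and 99% humidity before absorbance at 600 nm was measured.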
# PI5P4Ka inh = qHTS for Inhibitors of phosphatidylinositol 5-phosphate 4-kinase (PI5P4K). Phosphatidylinositol 5-phosphate 4-kinase type-2 alpha (Homo sapiens), P48426. 330,000 tested, 1.2% active. PI5P4Kalpha enzyme, ADP-Glo luminescence, 60 min; hits give low values. AID 652105, 2013. max response, %; active = max response of -50% or lower; inconclusive = between -30% and -50%; inactive = -30% or higher; note: value at the top dose of about 77 µM; % is set by controls: 0 for no effect and ±100 for the full control effect
#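 Luminescence from ADP-Glo served as readout of PI5P4Kalpha activity in a qHTS format. Reaction: enzyme, substrate, compound, ATP at 5 microM final, 60 min at RT.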
# EPAC1 antagonist = qHTS for Antagonist of cAMP-regulated guanine nucleotide exchange factor 3 (EPAC1): primary screen. EPAC1 GEF assay, Rap1b-BODIPY-GDP exchange fluorescence. 360,000 tested, 0.14% active. Potency, µM (top dose mostly 115 µM), without a hit: at the top dose activity change, negative = inhibition, actives largely listed as inhibitors;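 note: potency is the fitted concentration of half-maximal effect; plate controls were vehicle for no effect and positive control for full effect; nearly all actives have a fitted effect of over 50% in size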
# Target sequence (O95398 whole entry, looked up): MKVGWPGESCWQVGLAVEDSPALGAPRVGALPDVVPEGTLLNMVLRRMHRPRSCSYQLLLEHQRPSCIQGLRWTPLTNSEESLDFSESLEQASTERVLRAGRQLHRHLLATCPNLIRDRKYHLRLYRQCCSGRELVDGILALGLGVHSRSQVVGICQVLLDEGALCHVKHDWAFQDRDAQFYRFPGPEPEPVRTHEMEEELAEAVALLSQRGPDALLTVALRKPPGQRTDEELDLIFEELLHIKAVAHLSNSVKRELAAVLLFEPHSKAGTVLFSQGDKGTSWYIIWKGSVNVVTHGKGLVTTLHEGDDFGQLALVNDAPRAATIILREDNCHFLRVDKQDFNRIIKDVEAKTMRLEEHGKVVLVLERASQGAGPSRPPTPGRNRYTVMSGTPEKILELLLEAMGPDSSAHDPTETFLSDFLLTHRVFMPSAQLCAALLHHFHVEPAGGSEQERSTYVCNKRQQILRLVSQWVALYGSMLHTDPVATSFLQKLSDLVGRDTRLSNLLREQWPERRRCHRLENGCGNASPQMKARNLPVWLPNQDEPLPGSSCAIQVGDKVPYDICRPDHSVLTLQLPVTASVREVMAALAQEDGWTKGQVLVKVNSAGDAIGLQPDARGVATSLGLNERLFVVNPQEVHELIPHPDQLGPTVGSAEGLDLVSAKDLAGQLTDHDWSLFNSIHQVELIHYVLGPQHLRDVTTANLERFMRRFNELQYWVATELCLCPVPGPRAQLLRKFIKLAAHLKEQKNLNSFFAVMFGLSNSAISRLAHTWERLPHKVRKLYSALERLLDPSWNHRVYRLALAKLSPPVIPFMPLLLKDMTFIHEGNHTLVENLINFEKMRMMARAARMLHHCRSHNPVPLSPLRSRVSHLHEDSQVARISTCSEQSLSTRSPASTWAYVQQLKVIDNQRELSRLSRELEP
# Abeta yeast res = qHTS for compounds that reverse cellular toxicity of Amyloid beta (A-beta) peptide in yeast: Primary Screen | yeast expressing A-beta42, growth rescue, OD600, 48 h; response scale: 0% DMSO, 100% iron-clioquinol control | Potency, µM (highest dose often 46.1 µM), without a hit: at the top dose growth rescue, usual class: activators | 410,000 tested, 0.063% active; note: potency is the fitted concentration of half-maximal effect; nearly all actives have a fitted effect of over 55% in size
#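 Yeast growth medium received pinned compounds, then yeast cells expressing toxic A-beta were added; plates incubated at 30 C for 48 hr. Growth read as absorbance at 600 nm, normalized to DMSO and equimolar FeCl3 plus clioquinol controls.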
# PLK1 PBD block = qHTS for Inhibitors of PLK1-PDB (polo-like kinase 1 - polo-box domain): Primary Screen. Plk1 PBD binding of FITC phosphopeptide, fluorescence polarization. Potency, µM, inactives show max response, negative = inhibition, usual class: inhibitors. 360,000 tested, 2.8% active; note: potency is the fitted concentration of half-maximal effect; series mostly up to about 57 µM; % is set by controls: 0 for no effect and ±100 for the full control effect; nearly all actives have a fitted effect of over 65% in size
# EPAC1 ag = qHTS for Agonist of cAMP-regulated guanine nucleotide exchange factor 3 (EPAC1): primary screen; Rap guanine nucleotide exchange factor 3 (Homo sapiens), O95398; EPAC1 agonist qHTS, biochemical assay; response scale: 100% = response to 6.5 mM cAMP; Potency, µM (series often up to 154 µM), without a hit: top-dose activation, most hits filed as activators; 360,000 tested, 0.073% active; AID 720707, 2013; note: potency is the fitted concentration of half-maximal effect; nearly all actives have a fitted effect of over 60% in size
#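 Nucleotide exchange assay: 100 nM EPAC1 with 250 nM Rap1B loaded with BODIPY-GDP and 50 uM GDP, room temperature. Fluorescence (480/540 nm) read every 5 min for 30 min; signal change normalized to 6.5 mM cAMP as full agonist.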
# IL-2 act = qHTS of IL-2 Activators; 360,000 tested, 0.065% active; activation, % (series mostly up to about 46 µM); IL-2 activation reporter assay, cell-based qHTS; stimulated with anti-CD3/CD4/CD28 beads; in transgenic mouse T cells; in the data active = activation above about 50%; inconclusive = mostly about 30% to 49%; note: 0% is about no effect
#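 Using fluorescent plate cytometry, EGFP and DsRed are detected in transgenic mouse T cells stimulated 18 h at 37 degrees C with antibody-coated beads after 60 min compound pretreatment.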
# WRN inhibitor = qHTS for Inhibitors of WRN Helicase; WRN helicase unwinding, fluorescent forked duplex, kinetic; 360,000 tested, 0.46% active; Potency, µM (doses to about 114 µM), inactives show at the highest dose activity change, negative = inhibition, actives largely listed as inhibitors; note: potency is the fitted concentration of half-maximal effect; % is set by controls: 0 for no effect and ±100 for the full control effect; nearly all actives have a fitted effect of over 55% in size
#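 WRN at 20 nM final was preincubated with compound for 15 min at room temperature; reaction started with 100 nM forked duplex oligonucleotide carrying fluorophore and quencher plus 2 mM ATP (final). Unwinding followed kinetically by red fluorescence (ex 525/em 598 nm).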
# An asterisk follows results filed as active; u = inconclusive; x = no result given; [ ] = another dose, or the depositor's remark. Unless noted, calls come from the whole dose curve; as a rule, active = well fitted curve in the direction sought with a large enough effect; inconclusive = small, poorly fitted or top-dose-only effect, or another doubt; inactive = no such curve, though single readings can be large; an effect the other way counts as inactive or inconclusive.
# Values run as follows: aSyn yeast inh	FUS yeast rescue	PI5P4Ka inh	EPAC1 antagonist	Abeta yeast res	PLK1 PBD block	EPAC1 ag	IL-2 act	WRN inhibitor
> COc1cccc(C(=O)NC(=S)N2CCN(c3ccc(C(F)(F)F)cc3[N+](=O)[O-])CC2)c1
  -1%	x	-3	-12%	-6%	-8%	-6%	0.0	4%
> CCOc1ccccc1-n1cnc(C#N)c1N
  -6%	-6%	-2	-1%	2%	7%	-8%	-0.8	-8%
> COc1ccc(NC(=O)C2CC3CCC2C3)c(OC)c1 (stereo not drawn)
  -6%	38%	-12	9%	-17%	-12%	-1%	0.4	-1%
> CCOC(=O)C1(Cc2ccccc2C(F)(F)F)CCN(C2CCC2)CC1
  2%	5%	12	20%	-11%	-4%	-15%	-0.1	9%
> O=C(O)/C=C/c1cnc2ccccc2n1
  10%	16%	-1	10%	-6%	-3%	3%	-0.9	-5%
> O=[N+]([O-])c1cccc(C(=Nc2cccc(Cl)c2)NO)c1
  3%	12%	x	-16%	28%	-8%	9%	-3.6	-2%
> COc1ccc(C(=O)N[C@H](C(=O)Nc2nc3ccccc3[nH]2)C(C)C)cc1
  -4%	10%	-3	-26%	13%	-12%	-1%	-0.2	0%
> Cc1ccc(Nc2ncc3c(n2)CC(C)CC3=O)c(C)c1 (stereo not drawn)
  1%	-19%	3	-25%	-12%	-8%	5%	0.1	-2%
> CC(CCC(=O)O)C1CC[C@H]2C3CCC4CC(=O)CCC4(C)[C@H]3CC(=O)C12C (stereo partly drawn)
  u	11%	7	10%	0%	-4%	7%	-0.7	-2%
> COc1cc(C(C[N+](=O)[O-])c2c(C)[nH]c3ccccc23)cc(OC)c1OC (stereo not drawn)
  -12%	24%	x	11%	-3%	-7%	15%	-0.8	10%
> CC(=O)Nc1ccc(NC(=O)C(=O)c2cn(CC(=O)N3CCCCC3)c3ccccc23)cc1
  -4%	10%	-5	-12%	-7%	-4%	1%	0.6	3%
> COc1ccc(C2=Cc3ccccc3C(CC(=O)C3CC3)N2c2ccc(-c3cc(OC)c(OC)c(OC)c3)cc2)cc1 (stereo not drawn)
  1%	u	2	-2%	-7%	-8%	9%	0.6	0%
> CC(Oc1ccc(Cl)cc1)C(=O)Nc1cccc(S(=O)(=O)N2CCCC2)c1 (stereo not drawn)
  -1%	-12%	-22	3%	-8%	1%	-3%	-1.9	1%
> O=C(COC(=O)c1cccnc1)c1ccc(Cl)cc1
  -10%	x	-1	-11%	4%	-11%	0%	-0.1	3%
> COc1ccccc1OCc1cc(C(=O)NCCN2CCCC(O)C2)no1 (stereo not drawn)
  1%	x	0	-9%	1%	-4%	-1%	-0.5	-11%
> CCOc1ccc(Nc2ccc3nonc3c2[N+](=O)[O-])cc1
  -2%	4%	15	u	-13%	-5%	1%	-0.9	-5%
> O=C(O)c1cccc(N2CCCCS2(=O)=O)c1
  -3%	22%	3	-14%	-7%	-7%	5%	0.0	-1%
> CCCCCCCCN1[C@@H](CC(=O)O)c2cc(F)ccc2S1(=O)=O
  -15%	11%	3	-8%	-6%	-8%	4%	0.2	-7%
> Cc1cc(C(=O)Cn2cnc3cc([N+](=O)[O-])ccc3c2=O)c(C)n1CC1CCCO1 (stereo not drawn)
  6%	28%	-11	-7%	-2%	-1%	-1%	0.0	-1%
> CCc1sc(C(=O)Nc2ccsc2C(=O)OC)cc1Br
  1%	9%	x	-4%	-30%	-6%	6%	0.2	-12%
> O=C(CSC1=NS(=O)(=O)c2cc(F)ccc2N1)Nc1cccc(F)c1
  2%	4%	10	-2%	8%	-3%	-15%	6.6	1%
> CC(CCc1ccccc1)NC(=O)c1ccc(NC(=O)c2cccc(Br)c2)cc1 (stereo not drawn)
  0%	x	-2	-11%	1%	-3%	-3%	-2.5	3%
> COc1ccccc1CNC(=O)Cn1cc([N+](=O)[O-])ccc1=O
  0%	18%	-1	10%	-5%	1%	-13%	-2.6	-4%
> CNC(=S)NNC(=O)c1ccccc1Cl
  -13%	-14%	-2	-2%	9%	-29%	10%	0.7	1%
> OCC[C@H]1C[C@@H](O)[C@H](O)[C@]2(CCCO2)O1
  3%	-23%	-8	-10%	1%	-12%	5%	-0.4	5%
> C=CCN(C(=O)c1csnn1)C(C(=O)NCc1ccccc1)c1c(F)cccc1Cl (stereo not drawn)
  -5%	15%	-1	21%	0%	-13%	1%	1.1	9%
> CCc1nc2ccc(C(=O)N3CCN(c4ccc([N+](=O)[O-])cc4)CC3)cc2nc1CC
  10%	u	1	-8%	x	0%	2%	-0.7	-4%
> CCCCCOc1ccc(/C=C/C(=O)NCCc2nc3ccccc3[nH]2)cc1OC
  1%	36%	0	-3%	-2%	-4%	-8%	-3.7	-9%[11.6 µM]
> COc1ccccc1NC(=O)CN1CCCCC1
  -4%	-21%	0	-15%	-16%	-10%	14%	0.0	u
> Cc1ccccc1NC(=S)NC(=O)/C=C/c1ccco1
  -11%	8.9µM*	-58*	u	16%	21µM*	1%	-0.9	79µM*
> CCOc1ccc(/C=C/C2=CC(C)(C)NC(=S)N2)cc1
  -8%	18%	6	5%	u	-9%	1%	-2.0	-6%
> COc1cc(S(=O)(=O)Nc2ccccc2C)ccc1NC(=O)c1ccncc1
  0%	12%	0	-12%	-3%	u	-3%	0.2	-7%
> CCCn1c(N)c(N(CCOC)C(=O)CCC2CCCCC2)c(=O)[nH]c1=O
  3%	x	9	-7%	0%	4%	-7%	1.8	-5%
> CN(c1ccccc1)c1nccc(=O)[nH]1
  0%	8%	-3	-5%	8%	-5%	5%	-0.5	-4%
> COc1ccc(C(C)=O)cc1CN1C(=O)C(Cc2ccccc2)ON=C1c1ncccc1C (stereo not drawn)
  8%	21%	0	-9%	-2%	6%	-10%	-0.1	4%[57.1 µM]
> Cc1onc(-c2ccccc2Cl)c1C(=O)NCc1ccc(F)cc1
  1%	2%	-7	10%	11%	-11%	1%	-1.2	-6%
> O=C(NNS(=O)(=O)c1ccccc1)c1ccncc1
  11%	-9%	6	3%	9%	-3%	-4%	-0.5	1%
> CCOC(=O)C(NC(C)=O)C(=O)Nc1ccc(C(C)(C)C)cc1 (stereo not drawn)
  1%	9%	-3	-8%	-3%	-1%	2%	-2.9	-15%[57.1 µM]
> CCCCn1c(O)c(C=NCCCN(C)C)c(=O)[nH]c1=O
  -14%	11%	1	0%	-14%	-4%	-2%	-0.8	-13%
> COc1ccc(C)cc1NC(=O)CCCN1C(=O)C2CC=CCC2C1=O (stereo not drawn)
  0%	7%	-6	-5%	6%	3%	-6%	0.8	1%
> CC1CN(C(=O)c2cccc(S(=O)(=O)Nc3cc(Cl)ccc3Cl)c2)CC(C)O1 (stereo not drawn)
  7%	11%	12	u	-3%	-7%	-9%	3.0	-21%
> CC(C)C(c1nnnn1Cc1ccc(F)cc1)N1CCSCC1 (stereo not drawn)
  22%	0%	x	8%	-3%	-8%	1%	-2.1	-3%
> Cc1onc(-c2ccccc2Cl)c1C(=O)N1C=CC(C(F)(F)F)=NCC1
  -9%	x	-2	-2%	3%	0%	-2%	-4.3	-4%
> O=[N+]([O-])c1cccc(-c2nc(-c3ccncc3)no2)c1
  0%	-2%	-3	4%	7%	4%	-2%	-0.8	0%
> O=C(NCCC1=CCCCC1)C1CCN(c2nnc(-n3cccc3)s2)CC1
  0%	18%	-3	-7%	-7%	-3%	-13%	-3.8	-15%
> O=C(O)c1ccc(Sc2nnnn2-c2ccccc2)c([N+](=O)[O-])c1
  -3%	8%	-4	7%	-27%	-12%	3%	-1.2	13%
> COc1ccc(NC(=O)CCN2CCN(c3ccccc3F)CC2)c(OC)c1
  -3%	-2%	3	-16%	6%	-4%	5%	-1.1	4%
> COc1ccccc1N1CCN(/N=C/C=C\c2ccco2)CC1
  -5%	1%	-4	6%	1%[9.22 µM]	-5%	-6%	-2.6	-18%
> COc1ccc(CN2CC[C@H]3C=CCc4cccc(c43)C2)cc1
  -2%	-10%	3	4%	0%	-15%	-9%	-0.2	-10%
> COc1cccc(NC(=O)Nc2ccncc2)c1
  0%	-12%	3	-5%	-8%	u	-2%	-0.7	6%
> O=S(=O)(/C=C/c1ccccc1)N1CCN(c2nc(-c3cccnc3)nc3ccccc23)CC1
  -4%	u	-6	4%	-10%	-3%	4%	-0.6	1%
> CN(C)CCNC(=O)C(=O)NCC1OCCN1S(=O)(=O)c1cc(F)ccc1F (stereo not drawn)
  -7%	x	6	-9%	2%	0%	7%	0.7	-24%

# Just PLK1 PBD block and EPAC1 ag, for 2 of the compounds above:
Structure	PLK1 PBD block	EPAC1 ag
COc1cc(S(=O)(=O)Nc2ccccc2C)ccc1NC(=O)c1ccncc1	u	-3%
CCCn1c(N)c(N(CCOC)C(=O)CCC2CCCCC2)c(=O)[nH]c1=O	4%	-7%

# 4 entries already listed, ordered by the value under PI5P4Ka inh, largest number first.
Molecule | PI5P4Ka inh | EPAC1 antagonist | PLK1 PBD block | IL-2 act | WRN inhibitor
CC1CN(C(=O)c2cccc(S(=O)(=O)Nc3cc(Cl)ccc3Cl)c2)CC(C)O1 (stereo not drawn) | 12 | u | -7% | 3.0 | -21%
CCOc1ccc(/C=C/C2=CC(C)(C)NC(=S)N2)cc1 | 6 | 5% | -9% | -2.0 | -6%
COc1cccc(NC(=O)Nc2ccncc2)c1 | 3 | -5% | u | -0.7 | 6%
CCCCn1c(O)c(C=NCCCN(C)C)c(=O)[nH]c1=O | 1 | 0% | -4% | -0.8 | -13%
